FXN GAA850 act: frataxin GAA850 promoter activation; HEK293 lucGAA850 FXN promoter luciferase reporter, 24 h; percent of 10 µM SAHA response; activation, % at 6 µM; hit rate 0.56% among 360,000;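 active means activation above the average of all compounds screened plus 3 SD, cutoff fixed separately per campaign, cut at about 7.5% in these data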;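 further: 0% = DMSO wells and 100% = 10 µM SAHA wells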
DAX1 inh-1: NR0B1 (DAX1) inhibition. P51843. HEK293 Gal4-DAX1 luciferase reporter, luminescence. inhibition, % at 6.75 µM. hit rate 0.99% among 340,000. AID 504766;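 active means inhibition above the mean over all tested compounds plus 3 SD, cut at about 4.2% in these data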;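 further: 0% = DAX1-transfected cells with DMSO and 100% = empty-vector control cells with DMSO; inhibition shows as a rise in luminescence from relieved DAX1 repression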
Target sequence (P51843 207-470 limits assumed): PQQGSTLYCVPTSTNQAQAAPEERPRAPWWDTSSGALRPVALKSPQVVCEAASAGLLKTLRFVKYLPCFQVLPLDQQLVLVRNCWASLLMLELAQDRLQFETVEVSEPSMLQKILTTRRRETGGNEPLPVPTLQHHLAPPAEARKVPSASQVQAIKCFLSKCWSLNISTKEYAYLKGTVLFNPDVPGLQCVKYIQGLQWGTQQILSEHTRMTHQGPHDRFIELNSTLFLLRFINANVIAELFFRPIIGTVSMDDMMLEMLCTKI
HGIII-sPLA2 inh: Blocks human group III sPLA2 activity; Q9NZ20; QFRET BODIPY PC-A2 liposome hydrolysis, fluorescence; inhibition, % at 12.2 µM; hit rate 0.56% among 370,000; AID 743126;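 active means inhibition above mean plus 3 SD of compounds lying within the high and low control bounds, cut at about 19% in these data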;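 further: 0% = median of test compound wells and 100% = no enzyme DMSO wells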
Target sequence (Q9NZ20 whole entry, looked up): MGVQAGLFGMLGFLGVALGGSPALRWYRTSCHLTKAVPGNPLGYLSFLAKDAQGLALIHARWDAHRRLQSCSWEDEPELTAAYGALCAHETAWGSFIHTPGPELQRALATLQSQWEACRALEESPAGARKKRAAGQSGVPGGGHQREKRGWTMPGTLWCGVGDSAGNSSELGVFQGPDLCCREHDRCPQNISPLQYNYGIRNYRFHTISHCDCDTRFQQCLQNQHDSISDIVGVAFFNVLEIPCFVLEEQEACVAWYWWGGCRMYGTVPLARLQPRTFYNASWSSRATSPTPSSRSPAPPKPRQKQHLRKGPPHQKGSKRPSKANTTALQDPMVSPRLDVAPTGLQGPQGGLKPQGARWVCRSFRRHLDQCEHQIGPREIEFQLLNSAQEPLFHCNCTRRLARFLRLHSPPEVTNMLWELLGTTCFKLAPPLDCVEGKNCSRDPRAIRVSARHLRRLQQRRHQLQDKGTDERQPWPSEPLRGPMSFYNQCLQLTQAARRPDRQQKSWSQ
DAX1 inh-2: blocks DAX1 repression of SF-1 activated StAR promoter. HEK293T StAR-luciferase reporter, SF-1/DAX-1 repression relief. inhibition, % at 6.8 µM. hit rate 1.1% among 370,000. AID 652010;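 active means inhibition above the mean over all tested compounds plus 3 SD, cut at about 3.6% in these data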;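 further: 0% = DAX-1 cells with DMSO and 100% = cells lacking DAX-1 with DMSO; higher inhibition means more luminescence from relief of DAX-1 repression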
ssDAF-12 act: activators of S. stercoralis DAF-12 nuclear receptor; HEK293 ssDAF-12/GRIP1 lit1-tk-luc reporter, luminescence; % of 3 µM dafachronic acid response; activation, % at 6.8 µM; hit rate 1% among 370,000; AID 652126;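 active means activation above the mean over all tested compounds plus 3 SD, cut at about 0.9% in these data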;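 further: 0% = DMSO-only wells and 100% = 3 µM delta7-dafachronic acid wells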
hcDAF12 agonist: H. contortus DAF-12 activation, primary screen | activation, % at 6.8 µM | HEK293 hcDAF-12 lit1-tk-luc reporter, luminescence; 0% DMSO, 100% Δ7-dafachronic acid | AID 652067 | hit rate 1.4% among 370,000;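 active means activation above the mean of all tested compounds plus 3 SD, cut at about 5.5% in these data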;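 further: 100% = response to 3 µM Δ7-dafachronic acid high control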
hgDAF-12 ag: activates the H. glycines DAF-12 receptor ligand-binding domain. HEK293 GAL4-hgDAF12 UAS-luciferase reporter, agonist luminescence; normalized to butyrate control. activation, % at 6.8 µM. hit rate 1.8% among 370,000;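 active means activation above a cutoff set at the mean of all screened compounds plus 3 SD, cut at about 10% in these data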;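 further: 0% = DMSO wells and 100% = sodium butyrate wells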
proKLK7 act: activates the human kallikrein-7 zymogen | P49862 | purified proKLK7, EDANS-DABCYL substrate fluorescence; 100% is mature enzyme control, 0% vehicle | activation, % at 7 µM | hit rate 0.9% among 370,000;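 active means activation above the mean of all tested compounds plus 3 SD, computed per campaign excluding outliers beyond control limits, cut at about 13% in these data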
Target sequence (P49862 whole entry, looked up): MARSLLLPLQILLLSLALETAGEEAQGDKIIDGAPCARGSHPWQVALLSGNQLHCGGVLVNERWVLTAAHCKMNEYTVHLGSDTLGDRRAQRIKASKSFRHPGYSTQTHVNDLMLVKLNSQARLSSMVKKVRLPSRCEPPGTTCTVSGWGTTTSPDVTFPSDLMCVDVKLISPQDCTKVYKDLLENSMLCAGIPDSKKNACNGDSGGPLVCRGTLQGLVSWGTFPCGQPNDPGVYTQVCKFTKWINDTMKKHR
GC-B act: GC-B (human) receptor activation; P20594; activation, % at 10 µM; hit rate 0.11% among 370,000; HEK293-GC-B cells, CNP EC30, cGMP TR-FRET; 0% at EC30 CNP, 100% saturating CNP;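 active means activation at 10 µM reaching about 35% in either raw or pattern-adjusted values, limit read from the data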
NPR1 activator: GC-A (human) enzyme activation. P16066. HEK293 GC-A cells, cGMP TR-FRET, EC30 ANP; 0% at EC30 ANP, 100% saturating ANP. activation, % at 10 µM. hit rate 0.14% among 370,000. AID 1671463; in the data active means activation above about 40%
SMARCA2 act: activators of SMARCA2 function; MG213 cells, MMTV-luciferase reporter, dexamethasone, overnight; activation, % at 9.1 µM; hit rate 1% among 370,000; AID 652017; in the data active means activation above about 7.8%;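 further: 0% = vehicle wells and 100% = reference activator wells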
* = called active by the depositor; x = no result given.

SMILES	FXN GAA850 act	DAX1 inh-1	HGIII-sPLA2 inh	DAX1 inh-2	ssDAF-12 act	hcDAF12 agonist	hgDAF-12 ag	proKLK7 act	GC-B act	NPR1 activator	SMARCA2 act
CCC(c1nnnn1-c1ccc2c(c1)OCCO2)N1CCN(c2ccccn2)CC1 (configuration not stated)	x	x	4.1	-2.1	-0.6	-1.2	1.8	0.5	3.6	-0.4	-2.1
Cc1cc(C(=O)Nc2cccc(C(=O)O)c2)oc1C	-0.1	-3.8	-0.3	3.3	0.4	5.1	10.5*	-0.3	0.2	-2.2	3.5
COc1cccc(C2c3[nH]c4ccccc4c3C[C@H]3C(=O)N(C4CCN(Cc5ccccc5)CC4)CC(=O)N23)c1 (some centres not stated)	0.0	-0.6	-23.1	-0.4	-1.1	1.8	0.5	4.2	-2.4	-5.3	-2.8
Cc1cc(CN(C)C(=O)c2cc(COc3ccc(C)c(C)c3)on2)on1	5.6	0.9	-9.9	1.1	-0.1	2.6	4.1	-0.2	-9.2	2.0	4.0
CC(NC(=O)c1ccncc1)C(c1cccs1)N1CCOCC1 (configuration not stated)	0.5	-1.0	7.0	0.4	-0.9	1.6	5.4	-0.5	-2.4	1.6	-3.3
O=c1[nH]c(C2CCN(S(=O)(=O)c3ccccc3F)CC2)nc2c1nnn2Cc1ccc2c(c1)OCCO2	0.3	-0.3	-2.6	1.9	-1.1	1.5	-0.5	-0.1	1.9	-0.5	-0.8
CCOc1ccccc1NC1c2ccccc2C(=O)N1c1cccnc1 (configuration not stated)	-0.2	0.1	-0.6	-0.2	-1.0	-0.6	-0.8	0.5	-2.1	-9.7	0.4
COC(=O)C(CC(=O)c1ccc(Br)cc1)n1cccn1 (configuration not stated)	3.3	-1.1	5.7	0.5	-1.6	0.1	-1.9	-0.7	-8.8	-2.2	-1.0
CCOc1ccc(S(=O)(=O)NC(C)C(=O)NCc2cccnc2)cc1 (configuration not stated)	0.1	0.0	-2.5	-0.1	-0.5	0.4	-2.5	-0.3	-0.6	0.4	-1.3
COC(=O)C1(CCSC)NC(c2ccc(OC)cc2OC)C2C(=O)N(c3cccc(C(C)=O)c3)C(=O)C21 (configuration not stated)	0.7	-1.2	-0.1	-0.2	-0.6	-0.8	0.0	-0.4	2.8	-1.5	-1.4
N#Cc1c(C(F)(F)F)cc(=O)n2c1[nH]c1ccccc12	0.7	-0.8	-11.2	-0.2	-1.4	-0.2	2.1	51.9*	4.0	2.6	-0.6
CCn1c(C)nc([N+](=O)[O-])c1Sc1ccc(F)cc1	-0.6	-0.2	7.4	-0.1	-1.0	-2.5	0.8	-1.1	2.7	4.8	0.9
Cc1nnc2sc(SCC(=O)Nc3cccc(Cl)c3)nn2c1=O	1.9	0.5	2.8	-0.2	-1.5	-1.2	-2.2	1.2	-0.5	-0.3	0.6
CC(C)Oc1cc(F)ccc1-c1cc(C(=O)Nc2ccc(C(C)C)cc2)[nH]n1	0.7	x	-12.7	-3.3	-0.8	0.4	-5.0	0.7	-1.1	-3.2	-2.0
CC(C)COC(=O)N1CCN(S(=O)(=O)c2ccc3c(c2)CCC3)CC1	-0.9	-0.6	-1.3	1.0	-1.4	-0.5	-0.5	-0.2	7.5	-1.5	-2.6
CN1C(=O)c2ccccc2Cc2c(NCc3ccccc3)ncnc21	-1.4	0.3	1.0	-0.6	-1.1	-0.7	-3.7	0.5	3.6	5.8	-2.0
O=C(N/N=C/c1ccc([N+](=O)[O-])o1)c1ccncc1	-0.7	x	-0.6	-1.6	-0.7	-2.0	-7.2	0.5	-1.9	0.0	-0.6
Cc1ccc(OCC(=O)N/N=C/c2cccn2C)cc1	0.7	1.2	6.2	-0.3	-1.7	-0.8	-3.0	0.6	6.5	0.9	0.9
Cc1cc(NC(=O)CSCC(=O)Nc2cc(C(F)(F)F)ccc2N2CCCC2)no1	2.8	-0.7	-4.7	1.4	-1.2	-1.2	0.3	-0.3	-1.6	-3.6	0.9
CCc1nnc(NC(=O)C2CC(=O)N(c3ccc4c(c3)OCCO4)C2)s1 (configuration not stated)	0.1	-0.4	2.2	0.4	-0.4	-1.5	1.1	-0.4	1.4	3.0	-0.1
O=C(COC(=O)c1ccccc1)Nc1ccc(Cl)cn1	1.7	0.3	5.1	1.1	-1.1	-0.3	-1.4	-0.9	-2.1	0.9	-2.8
Cc1cc(=O)oc2c3c(cc(OCC(=O)Nc4ccc(CCO)cc4)c12)OC(C)(C)CC3	-0.2	1.5	-20.5	-0.1	-1.9	-2.5	-0.2	-37.8	-15.2	1.4	1.0
Cc1ccc(NC(=O)c2ccc(NCC3CCCO3)c([N+](=O)[O-])c2)cc1Cl (configuration not stated)	0.9	-0.5	7.7	2.2	-0.5	-1.0	0.5	-0.2	-4.5	0.4	-0.1
CC(NC(=O)c1ccccc1F)C(=O)O (configuration not stated)	-2.1	0.2	-0.8	-0.7	-0.7	-1.4	1.3	0.7	1.2	-2.9	-0.6
O=[N+]([O-])/C=C/c1cn(Cc2ccc(Cl)cc2)c2ccccc12	2.1	0.2	-26.1	-1.4	-0.7	-2.7	-0.8	-0.8	-7.2	0.4	-0.3

Entries of single compounds, quoted from the list.
Profile of `CC(NC(=O)c1ccncc1)C(c1cccs1)N1CCOCC1` (configuration not stated) = FXN GAA850 act = 0.5; DAX1 inh-1 = -1.0; HGIII-sPLA2 inh = 7.0; DAX1 inh-2 = 0.4; ssDAF-12 act = -0.9; hcDAF12 agonist = 1.6; hgDAF-12 ag = 5.4; proKLK7 act = -0.5; GC-B act = -2.4; NPR1 activator = 1.6; SMARCA2 act = -3.3
Profile of `COc1cccc(C2c3[nH]c4ccccc4c3C[C@H]3C(=O)N(C4CCN(Cc5ccccc5)CC4)CC(=O)N23)c1` (some centres not stated) = FXN GAA850 act = 0.0; DAX1 inh-1 = -0.6; HGIII-sPLA2 inh = -23.1; DAX1 inh-2 = -0.4; ssDAF-12 act = -1.1; hcDAF12 agonist = 1.8; hgDAF-12 ag = 0.5; proKLK7 act = 4.2; GC-B act = -2.4; NPR1 activator = -5.3; SMARCA2 act = -2.8

The listing continues:
SMILES	FXN GAA850 act	DAX1 inh-1	HGIII-sPLA2 inh	DAX1 inh-2	ssDAF-12 act	hcDAF12 agonist	hgDAF-12 ag	proKLK7 act	GC-B act	NPR1 activator	SMARCA2 act
CC(CC(=O)NC(C)c1ccc2c(c1)OCCO2)c1ccccc1 (configuration not stated)	-0.6	-1.1	7.8	0.0	-1.2	-0.1	-0.8	-0.2	-1.9	5.3	-3.7
COCCn1c(SCC(=O)N(C(C)C)C(C)C)nnc1-c1cc2ccccc2cc1O	-2.2	-0.9	-27.9	-0.9	-1.5	-2.5	-3.7	-2.8	4.0	1.1	-3.7
Cn1c(=O)c(-[n+]2ccccc2)c([O-])c2ccccc21	-0.3	0.5	-0.5	0.5	-0.2	-1.1	2.6	0.2	9.0	3.7	0.5
CSc1ccc(CN2C(=O)C(C)Oc3c(C(C)=O)cccc32)cc1 (configuration not stated)	0.2	x	-5.5	-0.6	-1.4	-2.3	-1.5	0.3	4.7	4.1	-2.9
O=C1CCC2(C(=O)O)Sc3ccccc3N12 (configuration not stated)	-0.8	0.4	5.9	0.4	-0.7	-0.5	1.2	-0.2	2.6	4.9	-1.4
CCC1CSC(Nc2ccc(C(=O)/C=C/c3ccc(Br)cc3)cc2)=N1 (configuration not stated)	3.0	-1.8	-6.8	-1.8	-2.1	-4.4	-2.6	-3.0	-0.3	-2.4	-0.5
Cn1cccc([N+](=O)[O-])c1=O	1.8	-0.6	8.8	0.8	-0.7	0.1	1.2	0.3	0.6	4.5	-3.8
COCCNC(=O)C1(C)CCCN(C(=O)c2ccc(N(C)C)cc2)C1 (configuration not stated)	-0.7	x	10.6	-0.2	-1.3	-1.4	3.7	-0.5	-0.9	0.7	-5.6
O=C1CCCCN1CCC(=O)N1CCCC(Nc2ccccc2)C1 (configuration not stated)	0.5	1.5	5.2	0.2	-0.6	1.2	1.1	-0.4	-1.0	3.1	3.8
Cc1ccccc1C(=O)N1CCC2CC1c1cc(Cl)ccc12 (configuration not stated)	-0.7	0.4	-1.6	0.4	-0.8	-1.5	-0.8	0.0	-3.3	-1.6	-2.8
Cc1ccc(S(=O)(=O)N(CC(O)CN2C(=O)NC(C)(C)C2=O)c2ccccc2)cc1 (configuration not stated)	-0.3	-0.7	-4.7	-0.8	-1.4	-0.8	2.3	0.6	3.0	0.0	-2.2
CC1(C)c2[nH]c3ccccc3c2C[C@@H]2C(=O)N(Cc3ccccc3Cl)C(=O)N21	1.6	-0.9	-11.9	-0.6	-1.7	-1.5	2.9	0.8	10.4	4.4	0.2
O=S(=O)(c1ccccc1)n1c(C(O)c2ccccn2)cc2ccccc21 (configuration not stated)	-1.8	1.2	3.5	0.9	-0.9	4.8	0.3	0.1	-8.9	-13.7	-4.8
COc1ccc(OC)c(S(=O)(=O)n2cnc3ccccc32)c1	2.1	0.8	9.7	0.0	-1.8	-3.1	-2.2	-0.1	-0.2	-1.2	1.7
Cc1cccc(S(=O)(=O)C(C#N)c2nc3ccccc3nc2N2CC(C)OC(C)C2)c1 (configuration not stated)	-1.3	-0.5	-11.2	-0.1	-1.5	-0.1	0.3	-19.8	-5.4	0.7	-2.3
Fc1ccccc1NC(=S)N1CCN(C/C=C/c2ccccc2)CC1	3.2	-0.5	4.7	-0.5	-1.3	-2.7	-3.5	0.0	-2.1	1.6	0.4
COc1ccc(OC)c(NC(=O)c2ccc3c(c2)CCN3S(C)(=O)=O)c1	1.7	-0.5	-1.5	-0.6	-1.7	-3.1	-0.5	-0.1	-1.4	0.6	-1.4
CCOc1ccccc1NC(=O)CSc1nnc2ccc(-c3cccnc3)nn12	1.8	4.0	-1.1	1.7	-0.4	2.1	0.3	0.4	2.4	5.8	-0.8
COc1ccc(C2O[C@@H](C)[C@@H]3C(=O)N4CCc5c([nH]c6ccccc56)[C@@H]4C[C@@H]3N2C)cc1 (some centres not stated)	x	x	-1.6	0.7	-0.4	1.0	-0.4	7.4	2.3	-0.6	-2.1
COc1ccc(OC)c(CCNC(=O)CC2(CC3=NS(=O)(=O)c4ccccc4N3)CCCC2)c1	-0.4	-0.4	-9.8	-1.3	-1.1	-3.6	0.9	-0.3	-3.8	-5.9	-1.8
CCOC(=O)C1(CC2CC2)CCN(Cc2cn(C)c3ccccc23)CC1	-1.8	0.1	-15.1	-0.5	-1.3	0.6	1.1	0.1	-9.3	-6.2	-3.5
CCCCCCCCN1C(=O)[C@H](CC(=O)NCCc2ccccc2OC)C[C@@]2(C(=O)OCC)CCCC=C12	x	x	-16.1	0.0	-1.1	1.8	1.1	0.8	1.5	2.2	-3.8
CCOC(=O)c1c(CSc2cccs2)n(C)c2cc(Br)c(O)c(CN(C)C)c12	4.7	3.3	-27.7	-0.2	-1.8	-2.1	-2.5	0.3	-3.4	-11.0	-2.7
CCOc1ccccc1N1CCN(Cc2ccco2)CC1	4.1	0.4	1.6	-0.2	-1.3	-1.2	-0.3	-0.8	0.2	-3.1	-1.6
Cc1ccc(N2C(=O)c3ccccc3C2=O)cc1	0.7	-0.2	7.5	0.9	-0.4	0.1	3.3	-0.7	-0.6	0.8	-2.2
CCO[C@@H]1OC(C(=O)NCc2nc3ccccc3[nH]2)=C[C@H](c2csc3ccccc23)[C@H]1CCCO	-0.9	-1.5	-44.1	-0.3	-0.3	-2.5	-3.0	-0.1	-3.5	-6.0	0.0
